# B2AR arrestin – qHTS assay of beta-arrestin-biased ligands of beta2-adrenergic receptor; beta-arrestin recruitment to beta2AR, cell-based reporter; Potency, µM (highest dose often 46.1 µM), for the others: at the highest dose activation, hits mostly activators; hit rate 0.02% among 330,000;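 further: potency means the concentration at half of the fitted maximal effect; 0% = DMSO controls and full agonism = EC100 isoproterenol or metaproterenol; nearly all actives have a fitted effect of over 65% in size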
# Target sequence (P07550 whole entry, looked up): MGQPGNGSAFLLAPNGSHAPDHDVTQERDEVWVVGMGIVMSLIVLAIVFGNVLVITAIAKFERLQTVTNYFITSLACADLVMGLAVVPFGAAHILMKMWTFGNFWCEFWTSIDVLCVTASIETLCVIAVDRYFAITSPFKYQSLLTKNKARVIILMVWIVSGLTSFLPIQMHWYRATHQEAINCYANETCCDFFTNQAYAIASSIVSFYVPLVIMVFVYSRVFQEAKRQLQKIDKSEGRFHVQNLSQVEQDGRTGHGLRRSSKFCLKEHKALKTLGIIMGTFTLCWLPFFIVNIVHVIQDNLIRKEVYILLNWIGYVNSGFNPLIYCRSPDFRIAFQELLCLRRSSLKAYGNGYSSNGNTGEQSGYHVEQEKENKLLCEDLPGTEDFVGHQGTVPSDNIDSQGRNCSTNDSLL
# PTAP TSG101 blk – qHTS Assay for Iinhibitors of HIV-1 Budding by Blocking the Interaction of PTAP/TSG101; Tumor susceptibility gene 101 protein (Homo sapiens), Q99816; Fluorescence polarization, FITC-PTAP peptide / Tsg101 binding; Potency, µM (top dose mostly 115 µM), for the others: at the top dose activity change, negative = inhibition, actives largely listed as inhibitors; 340,000 tested, under 10 active; active means well fitted inhibition curve with a large enough effect in the main read-out, with a control signal flat, not every such curve was filed as active; inconclusive means small, poorly fitted or top-dose-only effect, or effect the other way, or a change in a side signal; inactive means no such curve, though single readings can be large or run the other way; further: potency means the concentration at half of the fitted maximal effect; % of control where 0% means no effect
#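 Fluorescence anisotropy tracks displacement of a FITC-tagged PTAP peptide (50 nM) from the Tsg101 binding domain (10 uM), following a 20 min room-temperature incubation at pH 7.5.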
# ELG1 genotox – qHTS screen for small molecules that induce genotoxicity in human embryonic kidney (HEK293T) cells expressing luciferase-tagged ELG1; AID 504466, 2011; hit rate 1.3% among 330,000; Potency, µM (doses to about 46 µM), for inactives: at the highest dose activity change, positive = activation, usual class: activators; HEK293T ELG1-luciferase reporter, luminescence, 16 h; further: potency means the concentration at half of the fitted maximal effect; % of control where 0% means no effect; nearly all actives have a fitted effect of over 60% in size
#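 Luminescence read-out: rising ELG1-luciferase signal, reflecting elevated ELG1 protein under genetic stress, flags genotoxic compounds. Cells were treated for 16 hr at 37 °C before ONE-Glo detection.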
# p53 reactivation – qHTS assay for re-activators of p53 using a Luc reporter; hit rate 0.063% among 320,000; AID 504706, 2011; H1299 p53-A138V BP100-luciferase reporter, luminescence, 24 h; Potency, µM (doses to about 92.2 µM), for the others: top-dose activity change, positive = activation, usual class: activators; further: potency means the concentration at half of the fitted maximal effect; % of control where 0% means no effect; nearly all actives have a fitted effect of over 45% in size
#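 H1299 (p53-null), stable ts p53-A138V + BP100-Luc; 1000 cells/well, Opti-MEM/10% FBS; cpd 4 pt, 1:5; 24 h, 37 deg C, 5% CO2; detection reagent 10 min RT; luminescence.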
# a7 integrin act – qHTS for Activators of Integrin-Mediated Alleviation for Muscular Dystrophy | alpha7betagal myoblasts, beta-gal FDG fluorescence, 48 h | Potency, µM (doses to about 38.3 µM), for the others: at the highest dose activation, most hits filed as activators | hit rate 0.064% among 350,000 | AID 624291, 2012;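 further: potency means the concentration at half of the fitted maximal effect; 100% = response of the positive control SU9516; nearly all actives have a fitted effect of over 60% in size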
#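 Alpha7betagal+/- myoblasts (passage 13) were plated 16-24 hr, then exposed to compounds (1:260 dilution of DMSO stock) for 48 hours at 37C. After MPER lysis, β-galactosidase reporter activity was read as FDG fluorescence (ex 480/em 540) after 30 minutes.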
# BRCA1 expr act – qHTS Assay to Identify Small Molecule Activators of BRCA1 Expression; hit rate 1.1% among 380,000; Potency, µM (top dose mostly 46.1 µM), for inactives: top-dose activation, usual class: activators; MCF7-BRCA1-FFLuc reporter, luminescence, 48 h; response scale: scaled: vehicle 0%, 10 µM genistein 100%; further: potency means the concentration at half of the fitted maximal effect; nearly all actives have a fitted effect of over 80% in size; some results filed as inactive show a strong effect at the top dose
#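 Reporter cells (MCF7, BRCA1 promoter-firefly luciferase) received library compounds across a concentration series for 48 h. End-point luminescence was measured and concentration-effect curves derived after normalization.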
# S-ASM inh – Inhibitors of Secretory Acid Sphingomyelinase (S-ASM): qHTS; Sphingomyelin phosphodiesterase (Homo sapiens), P17405; placental ASM, HMU-PC fluorogenic substrate, 60 min; Potency, µM (doses to about 57.5 µM), inactives show top-dose activity change, negative = inhibition, most hits filed as inhibitors; hit rate 0.006% among 340,000; AID 504937, 2011; further: potency means the concentration at half of the fitted maximal effect
#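 Human placenta-derived ASM preincubated with compound 10 min at room temperature, then reacted with 9 uM (final) fluorogenic HMU-PC substrate for 60 min at 37 C. Stop solution raises pH to 10; fluorescence read at Ex 386/Em 447 nm.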
# USP2a block – qHTS Assay for Inhibitors of Ubiquitin-specific Protease USP2a Using CHOP2 as the Reporter; Ubiquitin carboxyl-terminal hydrolase 2 (Homo sapiens), O75604; USP2 core, Ub-CHOP2 coupled fluorogenic reporter, 485/531; Potency, µM (titrated, usually from 38.3 µM), for inactives: at the top dose activity change, negative = inhibition, most hits filed as inhibitors; hit rate 0.01% among 330,000; AID 463254, 2010;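 further: potency means the concentration at half of the fitted maximal effect; plate controls were DMSO wells for no effect and full inhibition by NEM control for full effect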
# Target sequence (O75604 whole entry, looked up): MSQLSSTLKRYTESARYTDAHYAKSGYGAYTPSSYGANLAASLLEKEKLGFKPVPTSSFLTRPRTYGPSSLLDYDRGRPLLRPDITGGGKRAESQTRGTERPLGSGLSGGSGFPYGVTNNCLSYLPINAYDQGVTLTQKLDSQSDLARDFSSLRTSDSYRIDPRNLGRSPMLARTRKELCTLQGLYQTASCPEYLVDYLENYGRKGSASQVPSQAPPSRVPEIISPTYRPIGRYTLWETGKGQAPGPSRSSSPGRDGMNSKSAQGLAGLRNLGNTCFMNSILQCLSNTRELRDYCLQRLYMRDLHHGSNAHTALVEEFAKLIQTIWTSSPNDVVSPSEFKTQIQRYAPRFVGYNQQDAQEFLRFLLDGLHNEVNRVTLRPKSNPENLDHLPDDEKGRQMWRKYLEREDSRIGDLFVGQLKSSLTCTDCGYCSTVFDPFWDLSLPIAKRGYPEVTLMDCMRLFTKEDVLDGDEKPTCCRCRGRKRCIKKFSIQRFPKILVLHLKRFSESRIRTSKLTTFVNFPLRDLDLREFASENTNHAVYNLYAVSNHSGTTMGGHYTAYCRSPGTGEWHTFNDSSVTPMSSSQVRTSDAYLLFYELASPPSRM
#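 Cell-free coupled assay: 10nM USP2 core preincubated 30min RT with compound in Tris-HCl pH 8.0/CaCl2/CHAPS buffer, then 25nM Ub-CHOP2 and 25nM reporter substrate; fluorescence (Ex 485/Em 531) read after 60min RT, normalized to NEM inhibition, concentration-response curves fitted.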
# TRPV1 ag – HTS Assay for Compounds that Act as Agonists of the Vanilloid Receptor 1. Transient receptor potential cation channel subfamily V member 1 (Homo sapiens), Q8NER1. TRPV1-expressing cells, Fluo-8 calcium influx, agonist mode. activation, % at 8.33 µM. hit rate 0.19% among 320,000. AID 540275, 2011; in the data active means activation above about 80%; inconclusive means between about 30% and that limit; further: 0% is about no effect
#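 Cells expressing TRPV1 were dye-loaded with Fluo-8 and read kinetically: 10 s baseline, 3 min after compound (agonist portion), then 2 min after EC20 capsaicin (allosteric enhancer portion). Calcium-bound dye fluorescence at 480/520 nm.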
# uPA surface inh – qHTS for Inhibitors of Cell Surface uPA Generation; cell surface uPA generation assay, qHTS; Potency, µM (top dose mostly 38.3 µM), inactives show top-dose activity change, negative = inhibition, most hits filed as inhibitors; hit rate 0.31% among 330,000; AID 540303, 2011; active means well fitted inhibition curve with a large enough effect; inconclusive means small, poorly fitted or top-dose-only effect; inactive means no such curve, though single readings can be large or run the other way; tested in mouse RAW 264.7 cells; further: potency means the concentration at half of the fitted maximal effect; on the % scale 0 is the no-effect control and ±100 the full control effect; nearly all actives have a fitted effect of over 55% in size
# Eya2 phos inh – qHTS Assay for Inhibitors of the Phosphatase Activity of Eya2. Potency, µM (series often up to 76.9 µM), without a hit: at the highest dose activity, negative = inhibition, hits mostly inhibitors. AID 488837, 2010. recombinant Eya2, OMFP fluorescence dephosphorylation (OMFP is methylfluorescein phosphate). hit rate 0.006% among 330,000. Protein phosphatase EYA2 (Homo sapiens), O00167; further: potency means the concentration at half of the fitted maximal effect; on the % scale 0 is the no-effect control and ±100 the full control effect
#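 Eya2 protein (added as 0.2 uM solution) was preincubated with compound for 10 min at ambient temperature in 50 mM HEPES pH 7.5, 50 mM NaCl, 5 uM MgCl2, 0.05% BSA, 1 mM DTT. OMFP (added at 50 uM) then reacted 10 min; fluorescence read at 485/525 nm.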
# The depositor's hits bear a star; ? = inconclusive; . = not tested or not shown; & = joins results of further samples; [ ] = another dose, or the depositor's remark. Unless noted, the call rests on the fitted dose curve; in most records, active means well fitted curve in the direction sought with a large enough effect; inconclusive means small, poorly fitted or top-dose-only effect, or another doubt; inactive means no such curve, though single readings can be large; an effect the other way counts as inactive or inconclusive.
SMILES,B2AR arrestin,PTAP TSG101 blk,ELG1 genotox,p53 reactivation,a7 integrin act,BRCA1 expr act,S-ASM inh,USP2a block,TRPV1 ag,uPA surface inh,Eya2 phos inh
COCCN(C(=O)CNC(=O)c1ccco1)C(C(=O)NC1CCCCC1)c1cccc(OC)c1 (configuration not stated),-1.7%,0%,-1%,-3%,-6%,-59%,4%,-1%,2,1%,1%
Cc1ccc(OCC(=O)Nc2ccc(S(=O)(=O)N3CCCCC3)cc2)c([N+](=O)[O-])n1,-0.2%,-1%,-11%,-2%,-18%,13%,-4%,4%,1,0%,-3%
Cc1cc(NS(=O)(=O)c2ccc(NC(=O)CCCC(=O)O)cc2)nc(C)n1,-0.4%,0%,4%,8%,14%,5%,-2%,1%,-6,4%,-5%
COc1ccc(Cl)cc1NS(=O)(=O)c1cccc2cccnc12,0.0%,-6%,-6%,4%,-11%,-28%,-5%,3%,5,-2%,-7%
O=C(C[n+]1ccc(-c2cc(C(=O)Nc3cccc(C(F)(F)F)c3)c3ccccc3n2)cc1)c1cccc([N+](=O)[O-])c1,-0.1%,-1%,6%,-3%,-52%[inhibitor],-31%,?,?,-1,0%,-10%
COc1ccc(C2CC(c3ccccc3OC(C)=O)=NN2C(C)=O)cc1 (configuration not stated),-0.1%,-4%,6%,15%,9%,96%,22%,12%,2,-20%,9%
COc1ccc(C(=O)Nc2ccccn2)cc1S(=O)(=O)N1CCOCC1,-0.2%,0%,0%,6%,4%,-10%,-3%,4%,1,-11%,5%
COc1ccc(NC(=O)/C=C/c2ccc(F)cc2)cn1,-0.4%,-4%,12%,?,-8%,96%,0%,3%,?,-5%,-1%
C/C(=N\NC(=O)CCC(=O)Nc1ccccc1)c1cccs1,-2.0%,-5%,-1%,22%,15%,0%,1%,0%,-7,0%,-1%
O=C(Nc1cccc(Cl)c1Cl)C1CCN(c2ncccn2)CC1,-0.7%,2%,0%,-1%,41%[7.66 µM],2%,0%,5%,1,-1%,0%
COc1ccc(/C=N/NC(=O)c2cc(C)oc2C)cc1OCc1ccccc1,-1.1%,-7%,-41%[inhibitor],2%,-14%,-46%,-5%,-1%,1,-7%,-13%
COc1ccc(-n2c(SCC(=O)N/N=C(\C)c3cccnc3)nc3ccccc3c2=O)cc1,0.0%,0%,5%,2%,-19%,-11%,-2%,0%,1,-5%,8%
Cc1ccc(N(CC(=O)NCc2ccc3c(c2)OCO3)S(=O)(=O)c2c(C)noc2C)cc1,0.3%,-3%,0%,-3%,12%,-3%,-3%,3%,18,-68%,18%
COc1ccc(C(=O)C2CCCN(Cc3nc4ccccc4nc3C)C2)cc1OC (configuration not stated),-0.3%,-5%,-3%,-6%,-16%,-17%,-1%,-2%,3,-6%,-6%
O=C(CO/N=C\c1ccccc1)Nc1ccccc1C(=O)N1CCOCC1,-0.7%,-4%,-6%,2%,23%,-9%,0%,2%,11,4%,5%
O=S(=O)(NCCc1csc(-c2cccnc2)n1)c1ccc2c(c1)OCCO2,0.0%,-1%,-10%,-5%,2%,1%,2%,0%,-2,2%,-25%
O=[N+]([O-])C(/C=C(\Cl)[N+](=O)[O-])=C1N(Cc2ccc(Cl)nc2)CCN1Cc1ccc(Cl)nc1,0.6%,1%,1%,-3%,-30%,-62%,-3%,2%,.,-7%,5%
CCOC(=O)C1CCN(C(=O)c2cc3c(=O)n4ccccc4nc3n2C)CC1,0.0%,-5%,3%,-4%,-4%,0%,.,10%,3,5%,4%
O=C(c1cc(=O)c2ccccc2o1)N1CCN(c2ccccc2)CC1,0.1%,0%,-4%,1%,-27%,-7%,0%,1%,-2,1%,-2%
Cc1cc(C(=O)N2CCCc3ccccc32)ccc1[N+](=O)[O-],-0.4%,0%,0%,2%,26%,27%,-1%,2%,7,1%,-9%
CC(=O)Nc1cccc(NC(=O)C(C)N2c3cccc4cccc(c34)S2(=O)=O)c1 (configuration not stated),-0.2%,0%,9%,-7%,17%,-21%,27%,1%,-1,-1%,-5%
c1ccc(C2c3[nH]c4ccccc4c3CCN2Cc2cccn2-c2ccccn2)nc1 (configuration not stated),0.4%,-2%,-13%,0%,-3%,-16%,1%,1%,18,5%,-18%
COc1ccc(NC(=S)Nn2cnnc2)c(OC)c1,-0.1%,0%,4%,-3%,-5%,-7%,3%,-2%,-2,-4%,-6%
CCOc1cc(/C=C2/C(=N)N3C(=NC2=O)SN=C3S(C)(=O)=O)ccc1OS(=O)(=O)c1ccccc1,0.1%,-7%,5%,1%,31%,0%,-18%,1%,-1,19%,0%
O=C(COC(=O)c1cccs1)Nc1cccc(Cl)c1,0.3%,5%,2%,21%,-39%[inhibitor],5%,4%,2%,2,-5%,18%
O=C(O)CN1CCN(CC(=O)O)CCN(CC(=O)O)CCN(CC(=O)O)CC1,0.0%,2%,-1%,4%,.,2%,-1%,2%,-3,-5%,8%
N#Cc1ccccc1CSc1nc2ncc(Br)cc2[nH]1,-0.3%,-1%,18%,?,-9%,8%&4%,4%,-2%,8,4%,5%
Cc1ccc(NC(=S)/C(=C(\[O-])c2ccc(Cl)s2)[n+]2cccc(CO)c2)cc1C,-1.1%,1%,12%,8%,-5%,-17%,-1%,-3%,-1,0%,-20%
O=C(COC(=O)c1ccc(S(=O)(=O)NCc2ccco2)cc1)NC1CCCCCC1,0.3%,-8%,0%,2%,-12%,0%,-1%,3%,5,.,2%
O=S(=O)(c1ccccc1)c1nc(Cc2ccccc2)oc1N1CCOCC1,-0.2%,0%,3%,0%,14%,-3%,-4%,5%,3,-1%,-3%
CC1(C)CC(=O)C2=C(C1)OC1=C(C(=O)CC(C)(C)C1)C2c1ccc(O)cc1O,-1.1%,-11%,-14%,-46%[inhibitor],-57%[inhibitor],-82%[inhibitor],17%,2%,6,.,-11%
COc1ccc(N2CCN(c3nc4ccc(C)cn4c(=O)c3C=O)CC2)cc1,-1.6%,-4%,-7%,6%,-1%,-8%,1%,2%,-4,5%,4%
O=C(N/N=C/c1ccc2c(c1)OCO2)c1ccc(COc2cccc3cccnc23)cc1,-0.1%,-1%,0%,12%,-21%,33%,2%,1%,?,-18%,1%
C(=N\Nc1nc(Nc2ccccc2)nc(N2CCOCC2)n1)/c1c[nH]c2ccccc12,-0.3%,-8%,-8%,-4%,-50%[inhibitor],-56%,-28%,-1%,-8,-9%,6%
CC(=O)Nc1ccc(NC(=O)CSc2nnc(C3CC3)n2-c2ccccc2)cc1,0.1%,1%,6%,-6%,-3%,10%,2%,1%,0,3%,0%
CCCCn1c(N)c(N(CCOC)C(=O)c2cccc(S(=O)(=O)N(C)c3ccccc3)c2)c(=O)[nH]c1=O,0.1%,-2%,-1%,-1%,-6%,2%,8%,2%,-6,8%,20%
COC(=O)CS(=O)(=O)c1cc([N+](=O)[O-])ccc1NC(=O)OC,0.1%,2%,2%,-1%,0%,13%,0%,-2%,-3,1%,14%
CN(c1ccc(F)cc1)S(=O)(=O)c1ccc(Cl)c(C(=O)NC2(C)CCS(=O)(=O)C2)c1 (configuration not stated),-1.0%,-1%,0%,3%,-19%,-4%,-1%,0%,2,11%,17%
Cc1nnc(SCc2ccc(F)cc2Cl)s1,-0.6%,2%,?,?,-8%,?,1%,5%,10,-2%,1%
O=C(CCCO)CCCCCCCCC[C@H]1N[C@H](CO)[C@@H](O)[C@@H]1O,-0.2%,-2%,0%,3%,13%,9%,7%,2%,1,-10%,-1%
O=C(CCN1C(=O)C2C3C=CC(C3)C2C1=O)N1CCCCC1 (configuration not stated),0.1%,-1%,1%,-2%,6%,-14%,-2%,1%,0,0%,-6%
C=CCNc1cc(F)ccc1S(=O)(=O)NCC=C,-0.5%,-5%,1%,-3%,-4%,-16%,-1%,3%,.,-19%,7%
